# From PubChem
# LANA DNA inh = inhibitors of KSHV LANA C-terminal domain DNA binding; MBP-C-LANA/FAM-LBS DNA binding, fluorescence polarization; inhibition, % at 9 µM; 0.078% of 340,000 active; AID 504423;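 active means highest replicate inhibition at or above 60% at 9 µM, even if other replicates fall short; inactive means all replicates below 60% inhibition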;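 further: 0% = neutral control wells and 100% = 4 µM acridine orange control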
# CAL PDZ FP-1 = CAL PDZ (human) peptide binding inhibition | 0.92% of 300,000 active | purified CAL PDZ, TMR-peptide fluorescence polarization, 1 h | inhibition, % at 24.9 µM | AID 602252 | Q9HD26;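 active means mean inhibition of at least 30% with at least half of replicates also reaching 30%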;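 further: 0% = DMSO neutral control and 100% = excess unlabeled competitor peptide PRC23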
# CAL PDZ FP-2 = blocks peptide binding to human CAL PDZ domain; Q9HD26; purified CAL PDZ, TMR-peptide fluorescence polarization, 1 h; inhibition, % at 20 µM; 0.02% of 330,000 active; AID 504414;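 active means highest replicate inhibition of at least 40%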;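 further: plate controls were DMSO neutral control wells for no effect and unlabeled competitor peptide control wells for full effect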
#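 System: tagged CAL PDZ domain. Schedule: 1 h room-temperature incubation prior to read. Signal: fluorescence polarization (mP). Measure: percent inhibition from loss of millipolarization.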
# Rtt109 Vps75 = C. albicans Rtt109 histone acetyltransferase inhibition; 0.16% of 330,000 active; purified Rtt109/Vps75, ThioGlo CoA-SH fluorescence, 4 h; inhibition, % at 34.9 µM; Q5AAJ8;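 active means inhibition of at least 50% in every replicate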
# Target sequence (Q5AAJ8 whole entry, looked up): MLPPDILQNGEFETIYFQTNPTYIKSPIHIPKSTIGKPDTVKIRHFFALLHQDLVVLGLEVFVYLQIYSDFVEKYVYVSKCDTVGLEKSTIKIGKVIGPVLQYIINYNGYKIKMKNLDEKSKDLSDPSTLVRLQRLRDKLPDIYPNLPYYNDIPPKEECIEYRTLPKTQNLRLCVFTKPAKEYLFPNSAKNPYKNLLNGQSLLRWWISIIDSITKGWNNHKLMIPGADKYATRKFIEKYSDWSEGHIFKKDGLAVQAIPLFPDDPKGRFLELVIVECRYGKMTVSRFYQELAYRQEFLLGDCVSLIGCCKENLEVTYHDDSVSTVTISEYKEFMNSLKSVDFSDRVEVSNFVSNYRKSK
# SR-BI uptake up = activators of SR-BI mediated HDL lipid uptake. CHO ldlA[mSR-BI] cells, DiI-HDL uptake fluorescence, 3 h; 100 = double the neutral-control signal. 0.096% of 320,000 active. activation, % at 12.5 µM;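 active means mean replicate activation of at least 60% and every replicate at or above 60%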;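 further: 0% = median plate neutral-control signal and 100% = twice that signal; values of inactives mirror those of a sister screen read the other way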
#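 material = CHO ldlA[mSR-BI] cells | medium = Ham's F12 with 0.5% BSA, HEPES 25 mM, pH 7.4 | reagent = fluorescent DiI-HDL, 10 µg/mL final | compound dosing = single-point compound dose | incubation = 3 h, 37 °C | measured by = bottom-read fluorescence, 550/595 nm | measure = HDL uptake via cellular fluorescence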
# RTF Ca sens inh = cardiac RTF calcium desensitization; P19429+P45379; IANBD-labeled cardiac RTF, Ca2+ fluorescence; inhibition, % at 7.15 µM; 0.12% of 340,000 active; AID 493244;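 active means inhibition above the mean inhibition of all tested compounds plus 3 SD, cut at about 17% in these data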;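 further: assay run at fixed EC70 calcium of 1.6 mM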
# PKA-R2B act = activators of human PKA-R2B complex; P22694+P31323; PKA-R2B holoenzyme dissociation, Cy5-IP20 fluorescence polarization; R2B truncated from residue 108, S112A mutant; 0% DMSO only, 100% 113 µM cGMP; activation, % at 11.4 µM; 0.079% of 340,000 active; AID 504700;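 active means activation above a cutoff set at the mean over all compounds plus 3 SD, cut at about 18% in these data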;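 further: higher means more holoenzyme dissociation and a rise in polarization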
# DAGLB inhibitor = diacylglycerol lipase beta (human) inhibition | Q8NCG7 | HEK293T DAGLB membrane lysate, EnzChek fluorogenic substrate | inhibition, % at 5.17 µM | 0.059% of 340,000 active | AID 504411; in the data active means inhibition above about 34%;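 further: 0% = enzyme with vehicle and 100% = wells lacking enzyme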
# Target sequence (Q8NCG7 whole entry, looked up): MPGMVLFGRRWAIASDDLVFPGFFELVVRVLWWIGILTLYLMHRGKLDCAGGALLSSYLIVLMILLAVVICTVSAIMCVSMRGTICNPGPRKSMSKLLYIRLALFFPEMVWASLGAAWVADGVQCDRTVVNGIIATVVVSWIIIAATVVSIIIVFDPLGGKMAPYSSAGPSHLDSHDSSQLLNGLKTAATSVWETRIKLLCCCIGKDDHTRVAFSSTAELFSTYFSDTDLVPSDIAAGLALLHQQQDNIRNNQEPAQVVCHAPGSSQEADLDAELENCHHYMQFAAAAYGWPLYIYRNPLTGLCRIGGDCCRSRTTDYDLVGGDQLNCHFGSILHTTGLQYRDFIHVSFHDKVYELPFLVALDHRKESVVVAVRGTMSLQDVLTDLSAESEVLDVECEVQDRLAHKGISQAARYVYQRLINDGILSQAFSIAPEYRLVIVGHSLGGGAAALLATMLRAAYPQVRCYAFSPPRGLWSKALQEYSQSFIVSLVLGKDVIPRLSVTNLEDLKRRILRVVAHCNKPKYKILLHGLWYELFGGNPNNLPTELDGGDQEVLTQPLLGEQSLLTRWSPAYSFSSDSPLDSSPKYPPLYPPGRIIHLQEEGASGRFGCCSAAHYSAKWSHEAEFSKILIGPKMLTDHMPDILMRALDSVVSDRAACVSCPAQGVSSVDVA
# Keap1-Nrf2 PPI = Keap1-Nrf2 (human) interaction inhibition. inhibition, % at 9.4 µM. Keap1 Kelch-Nrf2 peptide fluorescence polarization, 1536-well. 0.15% of 340,000 active. Q14145; in the data active means inhibition above about 12%;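 further: human Keap1 Kelch domain with fluorescein labeled Nrf2 9mer peptide probe; 0% = neutral control wells and 100% = peptide positive control; higher means more block of Keap1 binding to Nrf2 peptide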
# RTF Ca sens act = increases calcium sensitivity of human cardiac regulated thin filaments; P19429+P45379; 0.24% of 340,000 active; IANBD-labeled TnC RTF fluorescence at EC20 calcium; 0% EC20 calcium, 100% full calcium; AID 493008; activation, % at 7.2 µM;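 active means activation above the mean over all tested compounds plus 3 SD, cut at about 30% in these data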;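 further: rise in fluorescence read as greater calcium sensitivity of cardiac thin filaments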
# An asterisk follows results filed as active; x = no result given.
SMILES,LANA DNA inh,CAL PDZ FP-1,CAL PDZ FP-2,Rtt109 Vps75,SR-BI uptake up,RTF Ca sens inh,PKA-R2B act,DAGLB inhibitor,Keap1-Nrf2 PPI,RTF Ca sens act
CC(C(=O)Nc1ncn[nH]1)N1C(=O)c2ccccc2C1=O (centres undefined),-0.1,-1,-1.3,3,-7,-5,-14,-3,1,1
O=CN1CCN(C(=S)NC(=O)c2ccc(Cl)cc2)CC1,2.3,x,0.3,0,1,-7,0,-1,-4,0
O=C1C(Cl)=C(NCCc2ccccc2)C(=O)N1CCc1ccccc1,2.1,-4,-1.9,-17,-11,-2,4,-11,-5,-1
CCCN1CCC(=O)N([C@H](COc2ccccc2)CC(C)C)CC1,1.9,1,0.7,1,10,-2,-3,-3,3,1
C=CCn1c(SC/C=C/c2ccccc2)nnc1-c1sc(N)nc1C,0.2,-3,-2.7,-6,-48,-2,-2,0,-1,3
CCOC(=O)c1sc(NC(=O)CN2C(=O)NC3(CC(C)CC(C)(C)C3)C2=O)cc1C (centres undefined),0.6,-2,-2.2,12,3,-9,-10,3,-2,-38
CCN1/C(=C\C(=S)Nc2ccccc2)Sc2ccccc21,1.5,-3,0.5,10,-81,-3,-5,3,-8,1
CC(=O)N(/N=C/c1ccc(C)cc1)c1nc(CCl)cs1,0.4,-2,-2.8,-7,4,-5,-6,0,-6,3
COCCn1c(-c2ccsc2)nc2c1c(=O)[nH]c(=O)n2CC(C)C,1.8,-3,-1.3,-7,22,1,4,2,0,5
O=C(O)c1ccc2c(c1)S(=O)(=O)c1ccccc1C2=O,2.1,-6,x,0,26,-6,7,-2,1,22
CC1CCC(NC(=O)c2cccc(S(=O)(=O)N3CCN(c4ccccc4)CC3)c2)CC1 (centres undefined),1.4,-5,-1.4,-2,-30,-11,-3,1,-9,-11
CC1CCC(NC(=O)CN2C(=O)NC3(CCCCC3C)C2=O)CC1 (centres undefined),0.0,-5,-1.1,2,28,8,4,-1,-3,-3
CCCCN(CC)CCNC(=O)C1CCCN(S(=O)(=O)c2cccc3nsnc23)C1 (centres undefined),-0.6,-2,-3.1,-3,2,-4,-5,0,-2,-2
Cc1ccccc1OC/C(O)=C(\C#N)c1nc2ccccc2[nH]1,0.6,5,-0.6,6,2,-3,-14,0,-4,-3
COc1ccc(-c2noc(CN3CCN(c4ccccc4F)CC3)n2)cc1OC,-0.4,-1,-0.5,-8,-5,6,5,-5,-4,0
CS(=O)(=O)N(CC(=O)NCCc1ccccc1)C1CCCCC1,0.7,-1,-0.5,-10,-2,-2,4,-3,1,-1
Cc1c(NC(=S)NC(=O)CCc2ccccc2)c(=O)n(-c2ccccc2)n1C,0.2,x,-1.2,-4,-5,-13,-2,3,-1,9
O=C(Nc1cc2c(cc1Cl)-c1ccc([N+](=O)[O-])cc1C2=NO)C(F)(F)F,-19,-6,-0.5,-3,2,6,-4,14,-5,-5
O=C(CNc1cc(S(=O)(=O)N2CCOCC2)ccc1N1CCOCC1)Nc1cccc(C(F)(F)F)c1,0.0,x,0.4,-5,4,8,2,-3,0,-6
COc1ccc(OC)c(NC(=O)C2CC(/C=C/c3ccccc3)=NO2)c1 (centres undefined),1.4,-6,-1.7,-1,-20,0,4,-1,-6,-1

# Part of the list above, showing only SR-BI uptake up, PKA-R2B act and Keap1-Nrf2 PPI:
Molecule | SR-BI uptake up | PKA-R2B act | Keap1-Nrf2 PPI
O=CN1CCN(C(=S)NC(=O)c2ccc(Cl)cc2)CC1 | 1 | 0 | -4
CC(C(=O)Nc1ncn[nH]1)N1C(=O)c2ccccc2C1=O (centres undefined) | -7 | -14 | 1
COCCn1c(-c2ccsc2)nc2c1c(=O)[nH]c(=O)n2CC(C)C | 22 | 4 | 0
O=C(Nc1cc2c(cc1Cl)-c1ccc([N+](=O)[O-])cc1C2=NO)C(F)(F)F | 2 | -4 | -5

# Additional structures
SMILES,LANA DNA inh,CAL PDZ FP-1,CAL PDZ FP-2,Rtt109 Vps75,SR-BI uptake up,RTF Ca sens inh,PKA-R2B act,DAGLB inhibitor,Keap1-Nrf2 PPI,RTF Ca sens act
CCCc1ccc2oc(C(=O)N3CCC[C@H]3CO)c(C)c2c1,0.0,x,-1.7,3,-14,-4,1,-4,3,-3
CCNc1nc(NC(C)CC)nc(Oc2ccc(OCC)nn2)n1 (centres undefined),0.5,5,-0.6,-16,20,6,-1,1,0,-5
COC(=O)c1cccc(NC(=O)/C=C/c2ccc3c(c2)OCO3)c1,2.4,-2,-5.5,2,-18,0,12,-1,-3,6
CCOCCNC(=O)c1ccccc1C(=O)NCCOCC,-1.1,-5,0.7,-2,2,-9,0,-4,-1,3
O=C(/C=C/c1ccc2c(c1)OCCO2)c1ccc(O)cc1,-0.7,-6,-1.1,-1,32,-2,2,-9,5,0
COc1ccc(NS(=O)(=O)c2cc(NC(=O)c3ccc(F)cc3)ccc2OC)cc1,-1.3,-2,-1.2,14,-25,-9,-6,-2,-7,3
O=C(CSc1nc2ccccc2s1)N1CCN(C(=O)c2ccco2)CC1,0.8,-6,-0.6,3,-12,7,-2,2,1,4
COc1ccc(CCNC(=O)c2nnn(CC(=O)Nc3cccc(F)c3)c2N)cc1OC,0.6,1,-2.4,-1,-37,2,-1,3,0,0
CCOC(=O)CC1COCCN1C(=O)c1cc(COc2ccc(F)c(F)c2)on1 (centres undefined),-1.1,-3,-3.0,-9,-7,3,3,1,-2,1
CCN(CC)S(=O)(=O)c1cc(C(=O)OCC(=O)Nc2cccc(C)c2C)ccc1F,-2.0,-2,-2.3,27,-9,0,3,-8,2,10
O=c1c2ccccc2nc2n1C(CSCc1ccccc1)CS2 (centres undefined),-3.1,-1,-0.7,-3,26,-1,-4,-2,-2,-7
CCC(=O)Nc1c(C(=O)Nc2cccc(OC)c2)oc2ccccc12,1.2,x,-2.0,-8,-28,-2,-7,-5,2,-3
O=C(Nc1cccc(F)c1)NC1(C(=O)NCC2CCCO2)CCCCC1 (centres undefined),1.8,x,-2.2,0,x,-5,8,0,-8,3
Cc1ccc(S(=O)(=O)CNC(=S)c2cccc(Cl)c2)cc1,-0.1,-3,-0.4,1,-10,-2,-11,-3,-6,8
CC1CCN(S(=O)(=O)c2ccc(S(=O)(=O)NCC(=O)C(C)(C)C)cc2)CC1,-1.2,0,-1.7,-44,23,0,0,0,-1,-8
N=C(N)c1ccc(/C=C/c2ccc(C(=N)N)cc2O)cc1,-16,-6,-1.2,3,26,4,-1,0,2,-6
COc1cccc(C(C)=C2SC(=S)NC2=O)c1,-2.3,-2,-0.6,-24,-11,-14,2,7,-1,2
CC(C)c1ccc(Nc2nc(NCc3ccco3)nc(N3CCOCC3)n2)cc1,-0.9,-5,1.4,0,5,2,-12,0,-6,-2
Cc1ccc(S(=O)(=O)c2nc(S(C)(=O)=O)sc2N2CCC(C(N)=O)CC2)cc1,1.5,x,-0.8,-32,16,-15,-10,-2,-3,-6
OC(COCC(F)(F)C(F)(F)C(F)(F)C(F)F)Cn1c2ccccc2c2ccccc21 (centres undefined),-0.6,-2,-0.7,-3,20,1,-4,-5,-1,-6

# Sorted by formula weight (descending): part of the list above.
SMILES,LANA DNA inh,CAL PDZ FP-1,CAL PDZ FP-2,Rtt109 Vps75,SR-BI uptake up,RTF Ca sens inh,PKA-R2B act,DAGLB inhibitor,Keap1-Nrf2 PPI,RTF Ca sens act
Cc1ccc(S(=O)(=O)c2nc(S(C)(=O)=O)sc2N2CCC(C(N)=O)CC2)cc1,1.5,x,-0.8,-32,16,-15,-10,-2,-3,-6
CCOC(=O)CC1COCCN1C(=O)c1cc(COc2ccc(F)c(F)c2)on1 (centres undefined),-1.1,-3,-3.0,-9,-7,3,3,1,-2,1
O=C(CSc1nc2ccccc2s1)N1CCN(C(=O)c2ccco2)CC1,0.8,-6,-0.6,3,-12,7,-2,2,1,4
CCC(=O)Nc1c(C(=O)Nc2cccc(OC)c2)oc2ccccc12,1.2,x,-2.0,-8,-28,-2,-7,-5,2,-3
N=C(N)c1ccc(/C=C/c2ccc(C(=N)N)cc2O)cc1,-16,-6,-1.2,3,26,4,-1,0,2,-6

# (cont.)
SMILES,LANA DNA inh,CAL PDZ FP-1,CAL PDZ FP-2,Rtt109 Vps75,SR-BI uptake up,RTF Ca sens inh,PKA-R2B act,DAGLB inhibitor,Keap1-Nrf2 PPI,RTF Ca sens act
C=Cc1ccc(Cn2nc(-c3ccc(C)cc3)ccc2=O)cc1,1.2,x,-1.3,0,-1,-5,-11,-5,2,2
O=C(CSc1nnc(-c2ccncc2)n1-c1ccc(F)cc1)NNC(=O)c1cccc(O)c1,3.4,6,0.7,-3,24,6,-4,2,3,-1
COc1ccc(CCNC(=O)CSc2ccc3ccccc3c2)cc1OC,-1.2,2,-1.3,-12,5,-3,-7,2,-8,-1
O=C(NNc1ccccc1C(F)(F)F)c1sccc1Br,0.9,-6,-0.5,-11,-13,-6,-7,0,-3,4
CC1CC(C)(C)CC2(C1)NC(=O)N(CC(=O)NCC(c1ccco1)N1CCCCC1)C2=O (centres undefined),-1.8,x,-1.9,3,-2,-8,1,-1,-1,-6
O=C(COC(=O)c1ccc(F)cc1F)Nc1cccnc1Cl,0.9,13,-0.4,-1,2,-5,-4,-2,-3,4
OCCNc1nc(-c2cccnc2)nc2ccccc12,1.1,-7,-0.6,-1,28,3,-6,4,-1,-2
CCOc1c(Nc2ccccc2O)c(=O)c1=O,0.8,4,-0.9,5,21,-1,-2,1,0,4
CCOCCCNC(=O)c1cc2cc3cc(OC)ccc3nc2o1,-0.9,6,-0.6,1,-12,-2,-4,-1,0,-2
Cc1ccc2c(c1)C=CC(C)(C)S2=O (centres undefined),0.7,5,-0.6,4,18,2,-4,-1,-3,-2
CSc1ccccc1OCc1cc(C(=O)NC2CCOC(C)(C)C2)no1 (centres undefined),-0.5,-4,-0.2,-1,-9,-6,5,-1,-4,-2
